Hep lipid drop = inhibitors of hepatocyte lipid droplet formation, primary screen, imaging, high-throughput imaging, BODIPY stain; inhibition, % at 6.5 µM; AML12 mouse hepatocytes, oleate lipid droplets; 240,000 tested, 0.4% active;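 active = lipid droplet intensity inhibited by at least 50%, with more than 500 cells counted; inconclusive = wells with under 300 cells, treated as cytotoxic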
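Test system: AML12 hepatocytes (mouse); reagent: oleate loading, 100 µM; dosing: one dose, 6.5 µM compound; incubation: overnight exposure; signal: fluorescence imaging, 20x objective, two fields per well; read-out basis: % inhibition of corrected integrated BODIPY droplet signal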
NTR1 agonist = agonists of NTR1, primary screen, imaging, U2OS cells, beta-arrestin-GFP, high content (AID 493036). activation, % at 20 µM. NTR1-U2OS beta-arrestin-GFP spot imaging, agonist mode. 330,000 tested, 0.17% active. Neurotensin receptor type 1 (Homo sapiens), P30989;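 active = activation at or above 40% of the spot to cytoplasm intensity ratio, with at least 20 cells analyzed; inconclusive = wells under 20 cells, flagged as cytotoxic or low count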;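 also: 0% = DMSO without peptide and 100% = 100 nM NTR1 peptide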
Target sequence (P30989 whole entry, looked up): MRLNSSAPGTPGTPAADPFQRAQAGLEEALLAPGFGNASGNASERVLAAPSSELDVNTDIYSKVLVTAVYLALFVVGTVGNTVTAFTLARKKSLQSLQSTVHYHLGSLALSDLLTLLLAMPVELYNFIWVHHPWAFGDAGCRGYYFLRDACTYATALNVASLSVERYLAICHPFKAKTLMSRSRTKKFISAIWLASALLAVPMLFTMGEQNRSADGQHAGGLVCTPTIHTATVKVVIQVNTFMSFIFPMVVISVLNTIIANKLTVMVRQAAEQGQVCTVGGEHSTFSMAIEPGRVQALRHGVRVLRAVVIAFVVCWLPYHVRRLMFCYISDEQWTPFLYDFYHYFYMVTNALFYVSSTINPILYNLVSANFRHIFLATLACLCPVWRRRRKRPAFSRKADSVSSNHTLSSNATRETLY
GPR55 LPI antagonism = GPR55 antagonists blocking LPI-driven arrestin recruitment, primary screen, imaging, U2OS, beta-arrestin-GFP, LPI agonist (AID 2013); G-protein coupled receptor 55 (Homo sapiens); U2OS GPR55 beta-arrestin-GFP translocation imaging, LPI antagonism; higher % means a stronger effect; inhibition, % at 10 µM, or IC50 in µM where a hit was titrated; 290,000 tested, 0.13% active;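 active = spots per cell inhibited over 60%, with over 100 cells counted and total cytoplasm intensity under 500,000; inconclusive = wells with under 100 cells, flagged as likely toxic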;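 also: U2OS cells stably carrying GPR55 and arrestin-GFP stimulated by 5 µM LPI near EC80; imaged beta-arrestin-GFP aggregate spots per cell after agonist stimulation; plate controls were LPI-stimulated DMSO wells for no effect and DMSO wells without LPI for full effect; some results filed as inactive read as strong as hits; confirmed hits need IC50 under 10 µM and bright autofluorescent wells are also inconclusive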
SV40 large T antigen = SV40 large T antigen inhibitors, biochemical (AID 1903) | one-dose inhibition, % at 20 µM; IC50 in µM for titrated hits | SV40 large T antigen ATPase/helicase inhibition assay; higher % means a stronger effect | 310,000 tested, 0.39% active; in the data active = a potency from the dose series; inconclusive = inhibition mostly from about 32% at the one dose, without a potency; inactive = the rest, 99 in 100 with inhibition below about 32%; also: strong numbers were not always called active
GPR55 beta-arrestin = GPR55 agonists via beta-arrestin recruitment, primary screen, imaging, U2OS cells, beta-arrestin-GFP redistribution (AID 1961) | activation, % at 10 µM, or EC50 in µM where a hit was titrated | U2OS GPR55 beta-arrestin-GFP redistribution imaging; higher % means a stronger effect | 290,000 tested, 0.048% active;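 active = activation above 40% with more than 50 cells counted in the well; inconclusive = wells holding fewer than 50 cells, flagged as toxic or sparse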;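 also: U2OS osteosarcoma cells stably expressing GPR55 and beta-arrestin-GFP; plate controls were DMSO negative control for no effect and LPI positive control for full effect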
T cell HTS = modulators of CD8 T cell-vesicle binding, primary screen, mouse 2C CD8+ T cells, flow cytometry | 2C CD8+ T cell-vesicle binding; stronger effect = lower value | calls only at 7 µM | 330,000 tested, 0.068% active;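 active = response, share of CD8 T cells binding vesicles, and their 90th percentile fluorescence all below set limits, cut at about 80% in these data, passing the limit was not always enough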
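Assay system – 2C mouse CD8+ T cells · Also added – QL9-loaded Drosophila micro-vesicles · Timing – Cell–vesicle co-incubation 1.5 h at 37 °C, staining 20 min on ice · Signal – flow cytometry of vesicle-bound cells · Measure – percent CD8+ FL2 mean versus row control · Controls – Peptide-free naked vesicles (low) and QL9 vesicles with 0.7% DMSO vehicle (high)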
LYP phosphatase = inhibitors of LYP phosphatase, biochemical, fluorescence intensity, uHTS (AID 1779); Tyrosine-protein phosphatase non-receptor type 22 (Homo sapiens); recombinant LYP phosphatase, fluorescence intensity; higher % means a stronger effect; inhibition, % at 11.5 µM; hits with a dose series show IC50 in µM; 290,000 tested, 0.054% active; in the data active = inhibition above about 50%;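 also: plate controls were vehicle with enzyme for no effect and no enzyme for full effect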
Rac1 GTP hydrolysis = MgcRacGAP GTPase-activating activity inhibitors, confirmation, biochemical, ADP Hunter fluorescence; MgcRacGAP-stimulated Rac1 GTP hydrolysis, ADP Hunter fluorescence; higher % means a stronger effect; GST-tagged Rac1 F28L mutant substrate; one-dose inhibition, % at 30 µM; IC50 in µM for titrated hits; 340,000 tested, 0.6% active;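 active = first-screen hits whose inhibition reached a set limit at any dose in the follow-up dose series; inconclusive = inhibition above the set first-screen limit but never retested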;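 also: fluorescence reports GDP produced by GAP-driven GTP hydrolysis; strong numbers were not always called active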
GPR35 antagonists = GPR35 antagonists blocking zaprinast-driven arrestin recruitment, primary screen, imaging, U2OS, beta-arrestin-GFP, zaprinast agonist (AID 2058); G-protein coupled receptor 35 (Homo sapiens); U2OS GPR35 beta-arrestin-GFP translocation imaging, zaprinast antagonism; higher % means a stronger effect; inhibition, % at 10 µM, or IC50 in µM where a hit was titrated; 290,000 tested, 0.052% active;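 active = inhibition of at least 50% with at least 30 cells and total cytoplasm GFP at most 10,000,000; inconclusive = under 30 cells or total GFP of 10,000,000 plus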
Hep lipid drop cells 6.5 µM = recorded beside Hep lipid drop, whose call it bears; cell count; measured here: cell count, cytotoxicity flag;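 cells counted across two imaged fields per well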
T cell HTS vesicle-bound % = further read-out of T cell HTS, marked with its call; double positive events, %; measured here: CD8+ vesicle-bound cell fraction;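 binding gate set so that unloaded-vesicle control wells show 10% double positive cells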
NTR1 agonist cell count 20 µM = second read-out of NTR1 agonist, no call of its own (marks repeat the call); cell count; measured here: cell count, cytotoxicity flag
* = called active by the depositor; i = inactive; ? = inconclusive; . = not tested or not shown.

SMILES	Hep lipid drop	Hep lipid drop cells 6.5 µM	NTR1 agonist	NTR1 agonist cell count 20 µM	GPR55 LPI antagonism	SV40 large T antigen	GPR55 beta-arrestin	T cell HTS	T cell HTS vesicle-bound %	LYP phosphatase	Rac1 GTP hydrolysis	GPR35 antagonists
CNc1nc2ccccc2n(C)c1=O	5	676	-0.6	43	-6%	5%	-0.4%	i	46	1%	-8%	9%
CC(C)N(CCO)C(=O)C(c1ccccc1)c1ccccc1	.	.	-0.9	45	-1%	6%	0.2%	i	22	-10%	16%	-2%
O=C(Nc1c(C(=O)NCc2ccco2)cnn1-c1ccccc1)c1cccc(F)c1	.	.	0.5	70	-7%	9%	-0.1%	i	53	-7%	15%	-2%
CC(C)c1ccccc1OCC(=O)Nc1ccc2[nH]ncc2c1	10	888	1.3	56	-2%	1%	-0.1%	i	40	1%	9%	15%
COc1cc(Cl)ccc1OCc1cc(C(=O)N(C)Cc2cn(C)nc2C)no1	-8	680	0.1	68	16%	8%	-0.1%	i	7	-6%	11%	15%
CCCS(=O)(=O)c1nc(C)cc(C)c1S(C)(=O)=O	12	695	0.1	53	3%	6%	-0.3%	i	38	-2%	-6%	-8%
O=[N+]([O-])c1cc(C(F)(F)F)ccc1Sc1ccc2ccccc2n1	.	.	-0.5	35	1%	-3%	-0.2%	i	35	3%	5%	8%
CCC(C)NC(=O)CSc1nnc(-c2ccoc2C)n1CC1CCCO1 (stereo not given)	.	.	-0.3	89	24%	9%	-0.1%	i	13	-5%	-5%	4%
CN(C(=O)CSc1ccncc1)C1CCCN(Cc2ccccc2F)C1 (stereo not given)	-7	837	2.4	50	8%	17%	-0.1%	i	16	-10%	-9%	16%
COc1ccc(OC)c(/C=N/N(CCC#N)C2=NS(=O)(=O)c3ccccc32)c1	-6	735	1.3	100	0%	7%	0.5%	i	56	-9%	12%	8%
CCn1cc(C(=O)N2CCCC2)c(=O)c2cc(S(=O)(=O)N3CCC(C)CC3)ccc21	-3	710	0.0	64	9%	7%	-0.1%	i	22	0%	4%	-20%
Cc1nn(C)cc1C(=O)NNC(=S)Nc1ccc(Cl)cc1	.	.	1.4	58	20%	3%	-0.1%	i	57	-6%	13%	17%
CCn1c2ccc(C)cc2c2nc3cc(C(=O)O)ccc3nc21	-1	524	.	.	-10%	2%	0.6%	i	20	2%	8%	2%
CCOC(=O)C1=NNC(C(=O)c2ccccc2)C1c1ccc(C)cc1 (stereo not given)	-4	714	-0.1	51	-3%	6%	-0.2%	i	36	2%	5%	1%
CC1(c2ccc(OC(F)F)cc2)NC(=O)N(CC(=O)Nc2ccc(Cl)cc2F)C1=O (stereo not given)	-12	831	1.2	42	-8%	4%	-0.2%	i	40	-7%	7%	-1%
CC(C)CN1C(=O)c2ccc(C(=O)Nc3ccccc3C(=O)O)cc2C1=O	6	838	0.3	84	7%	6%	0.2%	i	25	-3%	7%	26%
O=C(CCCc1ccccc1)Nc1ccnn1C1CCN(Cc2ccccc2F)CC1	-3	708	0.1	76	13%	25%	-0.1%	i	45	-7%	8%	5%
Cc1ccc(-n2ncc3c2CCCC3NC(=O)CCCN2CCCC2=O)cc1C (stereo not given)	-1	866	-1.0	56	8%	10%	-0.2%	i	12	-13%	8%	15%
CCOC(=O)c1cnc(-n2nc(C)cc2C)nc1Oc1ccc(C(=O)OC)cc1	.	.	0.5	51	-15%	22%	-0.1%	i	30	-3%	.	1%
Cc1c(Br)c(=O)oc2c(Br)c(O)c(O)cc12	-2	698	.	.	-6%	41µM*	0.3%	i	19	-8%	?	-10%
N#Cc1ccccc1NCc1ccccc1	.	.	-0.8	44	6%	-2%	-0.2%	i	34	-6%	8%	-8%
COc1ccc(OC)c(NC(=O)CN2CCC(C(=O)c3ccc(C)cc3)CC2)c1	.	.	9.1	70	6%	12%	-0.2%	i	45	1%	9%	1%
Cc1ccc(NC(=O)Cn2c(=O)n(CCCCC(=O)NCc3ccco3)c(=O)c3ccccc32)cc1	-5	755	-2.2	57	-2%	3%	-0.1%	i	35	5%	4%	-1%
COc1cc(CCCN2C(=S)NC[C@H]2Cc2ccc(O)cc2)cc(OC)c1OC	-2	627	-1.0	77	-6%	17%	0.3%	i	22	-5%	5%	-13%
COc1ccc(CN=C2NC(=O)CC(C(=O)Nc3ccc(F)cc3)S2)cc1 (stereo not given)	-4	517	.	.	-3%	-2%	0.5%	i	32	-6%	7%	-22%
Cc1cc(C(F)(F)F)n2ncc(-c3cccc(Br)c3)c2n1	2	691	0.0	39	-2%	-4%	0.0%	i	32	-1%	1%	2%
CN(CC(=O)Nc1ccc(F)cc1)C(=O)c1cc2c(s1)CCCCC2	.	.	1.7	68	.	11%	.	i	48	.	4%	.
COc1cc(/C=N\NC(=O)c2ccc(=O)[nH]n2)cc(OC)c1OC	.	.	0.4	59	-3%	6%	-0.1%	i	32	-1%	3%	-4%
Cc1c(C(=O)NCc2ccccc2)c(-c2ccccc2)nn1-c1ccccc1	-9	758	1.9	55	-8%	-1%	-0.1%	i	18	-8%	2%	-19%
CCCCOc1ncnc2c1[nH]c1ccc(OC)cc12	.	.	0.1	74	6%	14%	-0.1%	i	9	-11%	.	-1%
CCn1nc(C)cc1C(=O)N1CCCC(C(=O)c2cccc(OC)c2)C1 (stereo not given)	-8	698	-0.1	61	3%	25%	-0.1%	i	56	-2%	7%	7%
COc1cc(C(C(=O)NC2CCCC2)N(C(=O)Cc2cccs2)C2CC2)cc(OC)c1OC (stereo not given)	22	684	-0.9	44	-4%	23%	-0.2%	i	56	-1%	1%	9%
CC(C)c1ccc(S(=O)(=O)N2CCN(C(C)C(=O)Nc3ccccc3-c3ccccc3)CC2)cc1 (stereo not given)	-1	614	6.2	48	7%	24%	-0.1%	i	28	-2%	10%	-25%
C=CCC1(/C=N/O)CCOC(C)(C)C1 (stereo not given)	4	694	-0.5	55	2%	2%	-0.1%	i	35	-3%	7%	2%
CCN1N=C(c2ccccc2)Cn2c1nc1ccccc12	12	802	2.3	56	2%	1%	0.3%	i	39	-8%	11%	3%
N#CC(c1ccc(Cl)cc1)c1ncc(C(F)(F)F)cc1Cl (stereo not given)	.	.	1.8	77	-7%	12%	0.0%	i	55	1%	4%	5%
O=C(Nc1cc(Cl)ccc1Cl)C1CC(=O)N(c2ccc(Br)cc2)C1 (stereo not given)	8	782	4.6	65	7%	1%	-0.1%	i	40	-5%	3%	4%
O=S(=O)(Nc1ccc(N2CCOCC2)cc1)c1cccs1	-12	729	2.7	53	-8%	13%	-0.1%	i	59	3%	9%	-15%
COc1ccc(Oc2c(O)c3ccccc3n(C)c2=O)cc1	11	755	0.8	78	0%	27%	-0.2%	i	58	4%	2%	-1%
O=C(c1ccc(Br)cc1)c1cc([N+](=O)[O-])ccc1N1CCOCC1	-26	527	-0.2	65	-6%	7%	-0.2%	i	54	1%	9%	11%
CN(C(=O)CN1C(=O)NC2(CCc3ccccc32)C1=O)C1CCS(=O)(=O)C1 (stereo not given)	.	.	-0.2	59	.	5%	.	i	30	.	-3%	.
COc1ccc(C(C)NC(=S)NC2CCCC2)cc1OC (stereo not given)	15	702	1.1	57	4%	3%	0.7%	i	16	2%	10%	-6%
CC(=O)Nc1ccccc1-c1nnc(SCc2ccccc2Cl)[nH]c1=O	-10	769	0.7	87	3%	3%	-0.1%	i	26	-4%	6%	3%
CS(=O)(=O)c1ccc(-c2nnc(NC(=O)c3ccco3)o2)cc1	.	.	-0.4	70	.	5%	.	i	56	.	11%	.
CC(=O)C1=C(C)OC(N)=C(C#N)C1c1ccco1 (stereo not given)	-13	759	-4.1	82	26%	0%	0.0%	i	27	-7%	12%	6%
CCOC(=O)N1CCC(=NNc2ccc(S(N)(=O)=O)cc2[N+](=O)[O-])CC1	-5	632	0.8	50	10%	7%	-0.3%	i	54	-7%	-3%	4%
CCOC(=O)CCCCC(=O)c1[nH]c(=O)[nH]c1CSc1nnc2c3ccccc3n(C(C)C)c2n1	-39	662	0.5	73	-6%	9%	0.1%	i	42	7%	2%	3%
CC1CCc2c(nc3nc[nH]n3c2=O)C1 (stereo not given)	-4	757	1.2	53	2%	2%	-0.1%	i	46	-10%	2%	6%
S=C(NC1CCCC1)N1CCN(c2ccccn2)CC1	2	664	-0.6	44	-1%	14%	0.0%	i	48	-9%	8%	25%
O=C(O)CSc1cc(NS(=O)(=O)c2cccc([N+](=O)[O-])c2)c2ccccc2c1O	-3	676	.	.	-10%	28%	-0.2%	.	.	4%	-3%	21%
O=c1c2c(nc3n1CCCCC3)-c1ccccc1CC21CCCC1	5	681	8.2	28	15%	2%	-0.2%	i	20	5%	1%	0%
CCCC1(C(=O)OCC)NC(c2ccc(O)cc2)C2C(=O)N(c3cccc(C(C)=O)c3)C(=O)C21 (stereo not given)	-14	779	-0.5	62	-12%	6%	-0.1%	i	56	-6%	9%	4%
CCCCCc1nnc(NC(=O)C2=COCCO2)s1	.	.	1.1	58	.	13%	.	i	50	.	10%	.

No new results follow: an excerpt of the list.
SMILES	Hep lipid drop	Hep lipid drop cells 6.5 µM	NTR1 agonist	NTR1 agonist cell count 20 µM	GPR55 LPI antagonism	SV40 large T antigen	GPR55 beta-arrestin	T cell HTS	T cell HTS vesicle-bound %	LYP phosphatase	Rac1 GTP hydrolysis	GPR35 antagonists
CN(C(=O)CN1C(=O)NC2(CCc3ccccc32)C1=O)C1CCS(=O)(=O)C1 (stereo not given)	.	.	-0.2	59	.	5%	.	i	30	.	-3%	.
COc1ccc(C(C)NC(=S)NC2CCCC2)cc1OC (stereo not given)	15	702	1.1	57	4%	3%	0.7%	i	16	2%	10%	-6%

Compound activity as filed in PubChem.
